L major viab = inhibitors of Leishmania major promastigote growth | actives 9% (n = 200,000) | Leishmania major promastigotes, resazurin fluorescence viability | inhibition, % at 10 µM; in the data active = inhibition above about 50%;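 also: promastigotes grown with compound for 44 hours at 28 °C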
TLR4-MyD88 BLA = inhibitors of human TLR4-MyD88 binding. O00206+Q99836. AID 861. HeLa CL3-4 TLR4/MyD88 BLA complementation, FRET ratio. actives 0.18% (n = 200,000). inhibition, % at 8.4 µM; in the data active = inhibition above about 25%;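 also: 0% = vehicle and 100% = reference inhibitor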
Target sequence (O00206 whole entry, looked up): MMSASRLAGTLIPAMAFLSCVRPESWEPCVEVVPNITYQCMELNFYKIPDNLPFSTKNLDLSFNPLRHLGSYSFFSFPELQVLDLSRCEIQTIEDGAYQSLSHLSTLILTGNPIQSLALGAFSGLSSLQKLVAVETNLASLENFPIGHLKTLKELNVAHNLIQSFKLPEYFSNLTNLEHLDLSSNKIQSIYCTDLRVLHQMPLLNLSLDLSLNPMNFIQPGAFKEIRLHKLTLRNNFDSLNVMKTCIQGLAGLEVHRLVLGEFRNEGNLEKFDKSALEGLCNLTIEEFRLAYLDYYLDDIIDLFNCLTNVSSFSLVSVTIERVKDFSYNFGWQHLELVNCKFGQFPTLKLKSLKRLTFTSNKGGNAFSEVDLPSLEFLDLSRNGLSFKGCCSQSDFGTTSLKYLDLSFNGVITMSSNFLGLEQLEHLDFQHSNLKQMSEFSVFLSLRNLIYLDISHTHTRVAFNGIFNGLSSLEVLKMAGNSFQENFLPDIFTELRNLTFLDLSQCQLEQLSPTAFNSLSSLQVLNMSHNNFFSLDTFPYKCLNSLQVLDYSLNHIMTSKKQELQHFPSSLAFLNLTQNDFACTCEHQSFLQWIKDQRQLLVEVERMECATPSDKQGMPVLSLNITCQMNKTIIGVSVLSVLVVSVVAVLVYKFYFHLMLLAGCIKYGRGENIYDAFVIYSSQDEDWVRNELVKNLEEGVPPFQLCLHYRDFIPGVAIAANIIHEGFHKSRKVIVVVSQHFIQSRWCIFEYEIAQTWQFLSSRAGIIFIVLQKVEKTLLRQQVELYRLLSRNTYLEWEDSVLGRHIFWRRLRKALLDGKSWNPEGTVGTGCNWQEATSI
Target sequence (Q99836 whole entry, looked up): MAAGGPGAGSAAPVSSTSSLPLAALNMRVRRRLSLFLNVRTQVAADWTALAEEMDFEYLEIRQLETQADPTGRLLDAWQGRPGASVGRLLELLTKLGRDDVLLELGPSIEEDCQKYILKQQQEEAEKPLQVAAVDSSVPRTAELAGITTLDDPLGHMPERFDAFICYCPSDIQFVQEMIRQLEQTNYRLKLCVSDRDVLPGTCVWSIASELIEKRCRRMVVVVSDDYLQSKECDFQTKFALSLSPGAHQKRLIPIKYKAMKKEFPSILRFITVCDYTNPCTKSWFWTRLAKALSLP
bIAP activator = increases bovine intestinal alkaline phosphatase activity | purified bovine IAP, CDP-star luminescence, 30 min; stronger effect = higher value; fold of DMSO-control signal, blank-subtracted | activation factor at 20 µM | actives 0.17% (n = 200,000);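 active = activation factor of 2 or more at 20 µM, a signal rise over negative controls twice the positive control's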
S1P3 antag = S1P3 (human) receptor antagonism; actives 0.27% (n = 170,000); CHO S1P3 NFAT-BLA reporter, FRET fluorescence, antagonist mode; inhibition, % at 4.98 µM; AID 485;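 active = inhibition above the plate cutoff, the mean inhibition of test wells on that plate plus 3 SD, cut at about 28% in these data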;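 also: cells challenged with S1P at its EC80 of 0.8 µM; blue over green emission ratio from cleaved BLA substrate after 4 h stimulation; 0% = S1P-stimulated wells and 100% = unstimulated DMSO-only wells; some compounds past the cut are filed as inactive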
TR-FRET SRC-2 ct = flags TR-FRET format artefacts in PPARgamma SRC-2 recruitment agonist screen; TR-FRET artefact counter-screen; stronger effect = higher value; TR-FRET ratio at 8 µM; actives 0.4% (n = 200,000); AID 1049; in the data active = TR-FRET ratio above about 2000; also: inactives centre near 1500; reference of the scale not given here
PPARg SRC1 recr = agonists of human PPARgamma SRC-1 coactivator recruitment; activation, % at 8 µM; AID 631; actives 0.41% (n = 200,000); P37231; PPARgamma-SRC-1 coactivator recruitment biochemical assay; in the data active = activation above about 19%;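 also: 0% = DMSO and 100% = reference agonist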
ROMK primary = modulators of human ROMK potassium channel; P48048; Tet-inducible ROMK, thallium flux fluorescence; actives lie on both sides; B-score at 10 µM; actives 2% (n = 130,000); AID 1918;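 active = signal ratio slope over the read window, or its plate-corrected B-score, at least 3 SD from the plate mean, either direction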;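 also: B-score of the F/F0 ratio slope over 7 to 12 s after thallium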
PPARg SRC2 recr = promotes SRC-2 coactivator recruitment by human PPARgamma; activation, % at 8 µM; actives 0.34% (n = 200,000); PPARgamma LBD-SRC-2 recruitment, biochemical; P37231; in the data active = activation above about 22%;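 also: 0% = vehicle and 100% = reference agonist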
PPARg SRC-3 ag = agonists of human PPARgamma SRC-3 coactivator recruitment. AID 731. P37231. biochemical PPARgamma/SRC-3 coactivator recruitment assay. actives 0.26% (n = 200,000). activation, % at 8 µM; in the data active = activation above about 23%;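 also: 0% = DMSO and 100% = reference agonist; some compounds past the cut are filed as inactive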
Redox H2O2 prof = compounds producing H2O2 with reducing agent – biochemical, NIH compound library profiling, artefact control for MLSCN library redox annotation, primary screen; DTT-dependent redox cycling H2O2, phenol red/HRP absorbance; 100% = 100 µM peroxide control, 0% = buffer; activation, % at 10 µM; AID 878; actives 0.03% (n = 200,000);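 active = activation of at least 50% relative to the plate's high and low controls in the primary single-dose screen; inactive = activation below 50%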;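 also: compound incubated with DTT at 0.8 mM final as the reducing agent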
bIAP inh = intestinal alkaline phosphatase (bovine) inhibition | purified bovine IAP, CDP-star luminescence, 30 min | inhibition, % at 20 µM | 190,000 tested, under 10 active | AID 1019;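 active = over 50% inhibition of intestinal alkaline phosphatase at 20 µM in the single-dose screen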
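System: Purified bovine intestinal alkaline phosphatase (IAP) enzyme | Input: IAP diluted 1/65,000,000 in the well | Also added: CDP-star chemiluminescent phosphatase substrate, 30 µM final | Dosing: 20 µM single dose | Times: Enzyme reaction for 30 min at room temperature | Detection: Luminescence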
* hit, by the source's call; · = no result given.

SMILES	L major viab	TLR4-MyD88 BLA	bIAP activator	S1P3 antag	TR-FRET SRC-2 ct	PPARg SRC1 recr	ROMK primary	PPARg SRC2 recr	PPARg SRC-3 ag	Redox H2O2 prof	bIAP inh
Cc1noc(C)c1CSc1ccc(Br)cc1	-2.8	4.8	1	·	1438	5.0	·	-1.2	2.9	3.4	2.6
CCOC(=O)CNC(=O)c1cccnc1	-7.4	-21.5	1	·	1480	4.2	·	9.8	12.8	1.7	0.1
C/C(=N\O)C(=O)OC1CC(C)CCC1C(C)C (stereo not drawn)	7.3	-3.8	0.7	13.2	1418	-1.2	·	-8.8	-8.8	0.0	25.5
O=C(CSCC(=O)N1CCCCC1)Nc1nc(-c2ccc(Cl)s2)cs1	-9.8	-4.9	1	20.7	1526	2.7	·	6.7	-4.2	0.0	4.0
O=C(N/N=C/c1cccnc1)c1ccc2c(c1)OCCO2	-2.9	-5.8	1	-15.1	1807	5.3	-0.637	8.6	3.7	-0.5	-1.6
CN1C(=O)CSc2ccc(NC(=O)N3CCC(N4CCCCC4)CC3)cc21	7.8	4.1	1	-28.6	1393	3.9	·	12.6	2.9	0.1	1.6
CCC1=NN(C(=O)Cc2ccccc2)C(O)(c2ccncc2)C1 (stereo not drawn)	0.0	12.3	1.1	-9.2	1622	5.2	0.047	-2.9	-2.1	-0.1	-11.0
Cc1cc(NC(=S)NC(=O)/C=C/c2ccc(S(=O)(=O)N3CCOCC3)cc2)ccc1Br	44.8	4.0	1.1	-15.1	1476	-4.8	0.0193	-1.4	0.2	-0.5	-7.8
Cc1csc(NC(=O)c2ccccc2[N+](=O)[O-])n1	-1.8	-9.3	0.8	·	1443	-0.7	0.218	0.3	-11.0	1.1	19.2
Cn1cccc1C(=O)OCC(=O)N1c2ccccc2NC(=O)C1(C)C	-2.9	-0.3	1.2	10.6	1705	2.0	0.807	1.2	1.1	-2.7	-17.3
COc1ccccc1NS(=O)(=O)c1ccc(N/N=C/c2c(C)nn(-c3ccccc3)c2N2CCCC2)c([N+](=O)[O-])c1	99.7*	-1.0	0.9	-11.1	1387	-4.0	·	-0.6	1.7	2.1	8.5
O=C(CCCN1Cc2ccccc2C1)c1ccc(F)cc1	93.0*	6.9	1.1	-8.5	1568	-1.1	-0.135	-5.4	-3.0	1.5	-6.8
O=C(Nc1ccc2oc(-c3ccncc3)nc2c1)c1cccs1	16.0	9.6	0.9	-9.3	1641	6.0	·	5.1	5.9	-2.9	8.2
Cc1ccc(CNC(=O)CCCN2C(=S)NC(C)(C)CC2C)cc1 (stereo not drawn)	10.8	-10.9	0.8	5.0	1637	4.8	-0.421	-9.6	0.0	0.7	25.0
CCCN1C(=O)/C(=N\OCC(=O)Nc2ccc(C(C)C)cc2)c2ccccc21	-6.0	4.7	0.9	-11.2	1523	3.7	·	6.6	0.1	0.9	6.1
COc1cc(/C=C/C(=O)NCCN2CCOCC2)cc(OC)c1OC	46.0	9.9	0.5	-10.5	1605	3.2	0.878	-14.7	0.8	0.4	·
COc1ccc(C(C)C)cc1S(=O)(=O)n1ccnc1C	8.5	-10.8	1.3	-3.1	1681	5.8	-0.952	9.2	4.3	-0.7	-27.8
Cc1cc(NC(=S)N(CCN2CCCCC2)Cc2ccco2)ccc1Cl	32.6	4.0	0.7	10.2	1798	3.1	-0.431	9.3	0.2	-2.6	26.6
O=C(NCc1ccco1)c1cccc(NC(=O)c2ccco2)c1	79.1*	1.1	1	·	1622	2.7	-0.307	-6.7	-3.0	0.0	4.5
Cc1cccc(/C=c2\s/c(=C\C(=O)C(C)(C)C)[nH]c2=O)c1	20.1	-5.9	1	·	1513	4.8	·	6.9	-1.2	2.5	4.3
CCCC(c1nnnn1Cc1ccco1)N1CCC(C(N)=O)CC1 (stereo not drawn)	-6.5	4.2	1	-5.1	1564	2.7	·	14.8	3.6	1.0	3.7
CC(NC(=O)c1ccccc1NC(=O)c1ccncc1)c1ccccc1 (stereo not drawn)	3.5	-19.7	1	0.8	1589	2.3	-0.0956	8.0	2.8	0.4	1.5
O=c1oc2ccccc2cc1-c1nc2c(s1)CCc1ccccc1-2	-3.4	31.4*	1.1	13.7	1506	0.9	-0.0515	-5.2	0.9	0.0	-5.1
CCC1=Nc2cc(C(=O)O)ccc2Sc2ccccc21	-8.5	2.5	0.9	-7.7	1517	0.5	0.0572	2.9	-1.9	0.4	8.0
CC(=O)N/C(=C\c1ccc(F)cc1)C(=O)N(C)C	-3.2	2.1	0.9	10.0	1605	3.8	0.725	1.9	3.6	0.6	5.3
C=CCN(CC=C)S(=O)(=O)c1ccc(NC(=S)NC(=O)c2ccc(-c3ccccc3)cc2)cc1	22.0	-7.7	0.8	·	1557	6.2	·	7.4	-5.0	0.3	23.5
Cc1c(C(=O)O)sc2nc3n(c(=O)c12)CCC(C)CC3 (stereo not drawn)	-3.3	-12.4	1.1	-10.6	1456	-0.7	-0.0567	9.8	-1.2	0.5	-5.2
Cc1cc(CNC(=O)COc2ccc(F)cc2F)c2ccccc2n1	7.3	5.8	0.9	0.4	1500	-5.3	·	-12.5	-4.5	0.2	9.7
O=C(Nc1cccc(F)c1)N1C2CCC1CC(O)(c1cccnc1)C2 (stereo not drawn)	5.0	-18.8	1.1	-6.2	1446	-10.4	-1.34	-3.7	-2.2	-0.3	-14.7
CCOc1ccc(C(NC(C)=O)c2ccc(OC)c(OC)c2)cc1 (stereo not drawn)	6.1	10.1	1.2	1.3	1590	-0.6	-0.0283	6.6	-0.9	-0.6	-24.4
O=C(Cc1ccc(F)cc1)Nc1ccccc1Sc1ccccc1	6.8	-12.4	0.8	-4.6	1496	-0.1	0.675	-11.0	0.9	-0.3	21.4
CCOc1ccccc1N(CC(=O)NCc1ccc(OC)cc1)S(C)(=O)=O	-6.7	7.8	1.1	-10.5	1717	4.0	0.555	-2.9	4.4	-0.4	-6.5
O=C(CN1CCN(CC(=O)Nc2ccc3c(c2)OCO3)CC1)Nc1ccc(F)cc1	-2.5	7.5	1	7.0	1452	2.7	·	2.6	-9.6	1.9	-0.3
O=C1CCC(N2C(=O)c3ccccc3C2=O)C(=O)N1 (stereo not drawn)	-1.1	-2.6	1.1	3.0	1580	1.1	0.195	4.9	-1.6	0.0	-5.0
O=C(CCl)Nc1ccc2c(c1)OCO2	19.9	7.3	0.9	7.4	1428	1.0	0.672	3.5	-0.5	-1.0	8.2
Cc1cc(C(=O)NNC(=O)c2cccc(S(=O)(=O)N3CCOCC3)c2)c2ccccc2n1	-10.0	-9.3	1.1	-4.0	1805	-0.3	-0.0368	4.7	5.8	-0.5	-13.7
Cn1c(=O)c(C(=O)COC(=O)c2cc(C(F)(F)F)nc3ccccc23)c(N)n(Cc2ccccc2)c1=O	44.9	-9.4	0.9	-7.5	1558	5.6	0.396	5.0	8.7	-0.1	12.6
COc1cc(CNCCCN2CCOCC2)cc(Br)c1OCc1ccc(Cl)cc1	100.5*	10.1	1.2	4.2	1591	9.3	-3.81*	-4.3	1.4	-1.4	-23.3
COc1ccccc1CN=C1NC(=O)C(CC(=O)Nc2ccc(OC)c(OC)c2)S1 (stereo not drawn)	0.8	-4.3	1	·	1421	-0.3	-0.0151	8.1	-1.8	-0.2	-4.8
Nc1ncnc(NCc2ccc(F)cc2)c1[N+](=O)[O-]	-2.7	-21.9	0.9	2.6	1576	0.7	-0.513	-8.4	-4.3	-0.6	5.1
COc1cccc(CNC(=O)C(=O)NCC(c2ccco2)N2CCOCC2)c1 (stereo not drawn)	-7.9	3.2	0.5	6.8	1682	1.9	·	4.7	1.4	0.1	·
CCc1cccc(CC)c1NC(=O)COC(=O)/C(C#N)=C/c1ccc(OC)cc1	46.1	7.0	1	-8.7	1517	3.3	0.424	-2.0	1.8	·	-4.5
COc1ccc(Oc2coc3cc(OC(=O)/C=C/c4ccccc4)ccc3c2=O)cc1	-7.8	10.6	0.7	2.2	1520	-4.3	·	-6.6	3.6	0.3	27.2
Cc1[nH]c(=O)[nH]c(=O)c1Cc1cccc2ccccc12	-1.4	-11.9	1.2	-6.8	1460	-1.1	-0.546	1.2	0.5	-0.8	-16.9
CC1(C)SCC(C(=O)O)N1C=O (stereo not drawn)	-1.8	7.8	0.9	·	1509	4.1	0.683	6.8	7.5	-0.1	9.7
COCC(C)NC(C(=O)Nc1ccc(C)c(Cl)c1)c1ccccc1 (stereo not drawn)	26.2	3.2	1.1	·	1355	3.9	0.584	-5.8	-4.0	0.1	-12.8
O=C(C1CC1)N1CCCN(C(=O)C2CC2)CC1	-7.5	0.0	0.9	35.6	1626	-10.1	·	-4.5	0.0	-0.8	11.6
Cc1ccc(N2C(N)=C(C#N)C(c3cccs3)C3=C2CC(C)(C)CC3=O)cc1 (stereo not drawn)	98.2*	6.4	0.9	·	1549	0.0	0.574	0.5	-1.6	-0.5	12.5
CC(=O)NCC(=O)NC1(C(=O)NC2CCCC2)CCCCC1	-8.9	3.4	0.8	·	1494	0.4	·	5.9	-2.1	-2.7	22.8
COc1ccc(OC)c(-n2c(O)cnc2Nc2nc(C)cc(C)n2)c1	4.5	-39.9	1.1	-3.0	1499	2.4	-0.354	1.8	-4.3	0.2	-5.8
Cc1cc(=O)oc2cc(OCC(O)CN3CCN(c4ccc(F)cc4)CC3)ccc12 (stereo not drawn)	4.6	-10.3	0.9	·	1412	-2.9	-2.77	0.4	-6.1	0.1	6.1
Cc1ccc(NC(=O)CN2CCN(c3ccccn3)CC2)c(Cl)c1	-3.1	-20.5	0.9	·	1511	-4.7	1.45	11.3	8.9	0.2	6.5
Cc1cc(Cl)ccc1Oc1ccc(C(N)=O)cc1[N+](=O)[O-]	47.4	-7.1	1	-1.6	1699	8.3	-0.936	4.8	-0.6	-0.2	3.5
C=C(C)COc1ccc(-c2ncncc2Oc2ccc(OC)cc2)c(O)c1	65.6*	18.9	1	1.8	1619	0.1	0.0528	-5.4	-1.2	-0.5	1.7
O=S(=O)(/N=C(\c1ccccc1F)N1CCCCC1)c1ccccc1	-2.4	-5.5	1	-4.0	1547	0.8	0.358	1.2	-4.9	-0.1	-1.5
O=C(NC1CCCCC1)N1CCN(Cc2ccco2)CC1	-0.6	7.1	0.9	-29.3	1485	4.9	0.000507	-4.6	0.8	0.7	10.7

Reprinted from the results shown (3 entries):
SMILES	L major viab	TLR4-MyD88 BLA	bIAP activator	S1P3 antag	TR-FRET SRC-2 ct	PPARg SRC1 recr	ROMK primary	PPARg SRC2 recr	PPARg SRC-3 ag	Redox H2O2 prof	bIAP inh
C=C(C)COc1ccc(-c2ncncc2Oc2ccc(OC)cc2)c(O)c1	65.6*	18.9	1	1.8	1619	0.1	0.0528	-5.4	-1.2	-0.5	1.7
O=S(=O)(/N=C(\c1ccccc1F)N1CCCCC1)c1ccccc1	-2.4	-5.5	1	-4.0	1547	0.8	0.358	1.2	-4.9	-0.1	-1.5
O=C(NC1CCCCC1)N1CCN(Cc2ccco2)CC1	-0.6	7.1	0.9	-29.3	1485	4.9	0.000507	-4.6	0.8	0.7	10.7
